High-throughput results (PubChem BioAssay)
mABHD4 FP – ABHD4 inhibitors, primary screen, biochemical, fluorescence polarization, mouse. (Lyso)-N-acylphosphatidylethanolamine lipase (Mus musculus), Q8VD66. purified mABHD4, FP-Rh probe fluorescence polarization. inhibition, % at 8.92 µM. 370,000 tested, 0.54% active. AID 720543, 2013;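 active = inhibition exceeding the mean over every tested compound plus 3 SD, cut at about 30% in these data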;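 note: 0% = plate median of compound wells and 100% = S159A mutant with DMSO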
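Assay system: mouse ABHD4 enzyme, wild type / Also added: fluorescent activity-based probe FP-Rh / Doses: single nominal dose of 8.92 µM, 0.89% DMSO final / Timing: 45 min compound pre-incubation plus 60 min probe step, 25 °C / Signal: FP readout, ex 525 nm / em 598 nm / Control set: S159A mutant/DMSO as 100%, compound-well median as 0%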
NR1D1 modulator – modulators of Rev-erb alpha DNA binding, primary screen, biochemical, FITC-DNA, fluorescence polarization, uHTS; AID 1259318, 2017; activity, % at 10 µM; 370,000 tested, 0.79% active; Nuclear receptor subfamily 1 group D member 1 (Homo sapiens), P20393; Rev-erbα–FITC-DNA binding, 90 min;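 active = activity above about 14%, limit read from the data; passing the limit was not always enough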;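 note: 0% = DMSO wells with 35 nM protein and 100% = DMSO wells with 750 nM protein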
Target sequence (P20393 whole entry, looked up): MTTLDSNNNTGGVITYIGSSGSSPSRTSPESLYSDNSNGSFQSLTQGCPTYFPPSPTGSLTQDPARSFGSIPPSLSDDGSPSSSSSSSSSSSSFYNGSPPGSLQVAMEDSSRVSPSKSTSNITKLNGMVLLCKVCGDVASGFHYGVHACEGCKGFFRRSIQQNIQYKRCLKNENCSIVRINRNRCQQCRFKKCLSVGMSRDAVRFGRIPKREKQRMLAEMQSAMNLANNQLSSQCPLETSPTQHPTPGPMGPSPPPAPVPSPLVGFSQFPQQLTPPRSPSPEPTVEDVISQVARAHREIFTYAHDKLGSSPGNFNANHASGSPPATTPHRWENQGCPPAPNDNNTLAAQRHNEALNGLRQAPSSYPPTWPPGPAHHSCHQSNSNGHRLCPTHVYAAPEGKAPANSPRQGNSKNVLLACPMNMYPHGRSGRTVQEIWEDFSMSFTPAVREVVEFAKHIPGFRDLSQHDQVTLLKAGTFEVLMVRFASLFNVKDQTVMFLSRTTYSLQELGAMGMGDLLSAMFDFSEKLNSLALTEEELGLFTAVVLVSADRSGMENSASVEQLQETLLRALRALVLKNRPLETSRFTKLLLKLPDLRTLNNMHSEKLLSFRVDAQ
TCR-CD3 inh – inhibitors of human TCR-CD3 interaction, primary screen, biochemical, fluorescence, TAMRA-labeled TCR probe; AID 651800, 2012; 360,000 tested, 0.37% active; inhibition, % at 9.4 µM; in the data active = inhibition above about 19%;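 note: recombinant mutant TCR 2C K166C tagged with TAMRA read by polarization; 0% = receptor in buffer alone and 100% = receptor with positive control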
PG9 binder – binders of HIV-1 gp120 antibody PG9, primary screen, biochemical, TR-FRET. HIV-1 gp120 / PG9 antibody interaction. TR-FRET gp120-PG9 antibody binding. inhibition, % at 6.7 µM. 360,000 tested, 0.43% active. AID 624416, 2012; in the data active = inhibition above about 8.5%
LEDGF integ inh – blockers of LEDGF/p75-dependent integrase strand transfer – biochemical, TR-FRET, high throughput, primary screen. TR-FRET IN-LEDGF/p75 DNA integration, Eu/Cy5. 370,000 tested, 0.64% active. HIV-1 integrase (with human LEDGF/p75). inhibition, % at 3.7 µM;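 active = inhibition above the screen-wide mean plus 3 SD, cut at about 13% in these data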;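 note: signal is the Cy5 over europium emission ratio at 671 and 618 nm; 0% = plate median of compound wells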
UHRF1 MBD2 ctr – UHRF1 methylated DNA binding inhibitors, primary screen, counter-screen for MBD2 inhibitor project, biochemical, TR-FRET, human UHRF1, single concentration. E3 ubiquitin-protein ligase UHRF1 (Homo sapiens), Q96T88. UHRF1 binding to methylated oligo. inhibition, % at 4.4 µM. 370,000 tested, 0.75% active; in the data active = inhibition above about 21%;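 note: UHRF1 SRA domain binding a hemimethylated CpG hairpin DNA probe; 0% = median of test compound wells and 100% = reference inhibitor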
MBD2 DNA inh – inhibitors of MBD2 binding to methylated DNA, primary screen, biochemical, TR-FRET, DNA-binding domain, human; MBD2 binding to methylated oligonucleotide; inhibition, % at 4.4 µM; 370,000 tested, 0.31% active; in the data active = inhibition above about 13%
HTRA1 inhibitor – HTRA1 serine protease inhibitors, primary screen, biochemical, fluorescence polarization, HTS; Q92743; recombinant HTRA1, FP-rhodamine activity-based probe; inhibition, % at 5.96 µM; 340,000 tested, 0.5% active; in the data active = inhibition above about 36%;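 note: 0% = enzyme with DMSO and 100% = wells lacking enzyme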
rCAG binder – binders of r(CAG) RNA repeats, primary screen, biochemical, fluorescence; inhibition, % at 3 µM; r(CAG) RNA repeat, TO-PRO-1 dye displacement fluorescence; 370,000 tested, 1.3% active;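 active = inhibition above the plate cutoff, the mean of all test compounds on that plate plus 3 SD, cut at about 35% in these data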;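 note: 0% = DMSO alone and 100% = 100 µM mitoxantrone as full dye displacement; higher means more dye released from RNA so lower well fluorescence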
PRMT1 FP inh – PRMT1 methyltransferase inhibitors, primary screen, biochemical, fluorescence polarization | Protein arginine N-methyltransferase 1 (Homo sapiens), Q99873 | recombinant PRMT1, activity-based probe fluorescence polarization | inhibition, % at 2.79 µM | 370,000 tested, 1.3% active | AID 652257, 2013;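 active = inhibition above about 21% made by adding two undisclosed values, limit read from the data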
Target sequence (Q99873 whole entry, looked up): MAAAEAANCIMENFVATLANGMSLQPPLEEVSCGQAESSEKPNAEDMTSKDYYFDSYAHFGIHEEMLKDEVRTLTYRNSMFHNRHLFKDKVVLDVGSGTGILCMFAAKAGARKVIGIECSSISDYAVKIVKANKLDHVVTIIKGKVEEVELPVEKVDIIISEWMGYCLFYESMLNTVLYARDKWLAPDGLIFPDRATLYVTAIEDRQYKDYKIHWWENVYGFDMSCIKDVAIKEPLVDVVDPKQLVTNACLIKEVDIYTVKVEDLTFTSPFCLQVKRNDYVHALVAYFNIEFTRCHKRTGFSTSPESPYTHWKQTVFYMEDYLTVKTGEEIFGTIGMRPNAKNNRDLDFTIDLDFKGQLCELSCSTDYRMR
The depositor's hits bear a star; · = not tested or not shown. The list is partial, so the mix of outcomes need not match the whole.

SMILES,mABHD4 FP,NR1D1 modulator,TCR-CD3 inh,PG9 binder,LEDGF integ inh,UHRF1 MBD2 ctr,MBD2 DNA inh,HTRA1 inhibitor,rCAG binder,PRMT1 FP inh
O=C(O)CN=C1NC2(CCCCC2)Cc2ccccc21,2,-2,-3,1.7,-4,6,6,3,-3,-2
CCN1CCN(c2nc(C)nc3c2sc(=S)n3C)CC1,2,0,-4,2.5,-2,-4,-3,-4,2,19
CCc1nc(SCC(=O)c2c[nH]c3ccccc23)n[nH]1,0,-2,0,-3.2,1,0,-1,-3,3,-3
CCc1nc(SCc2cccnc2)c(C#N)cc1C,4,2,-8,-0.5,5,2,-3,-9,-1,-1
CCOC(=O)c1ccc(NC(=O)c2nc[nH]c2C(=O)N(C)CCO)cc1,4,2,1,-1.2,1,-1,1,-2,0,4
Cc1ccc(S(C)(=O)=O)cc1C(=O)OCC(=O)N1CCCC1=O,-1,-1,-1,-0.2,1,0,-4,1,1,1
CSCCC(NC(=O)c1ccccc1)C(=O)OCC(=O)NCc1ccco1 (stereo unspecified),5,1,3,-1.5,3,27*,-4,1,3,-2
O=c1c2ccccc2nnn1CSc1nnc(-c2cccs2)n1Cc1ccccc1,5,15,-4,1.8,-3,4,6,-7,-1,3
COc1ccc(C2=Nc3ccccc3NC(=O)C2N(CCCn2ccnc2)C(=O)c2cccc(S(C)(=O)=O)c2)cc1 (stereo unspecified),2,0,5,-2.9,3,-2,-4,·,6,1
COc1ccc(OCC(O)CNC(=O)c2ccc(Br)cc2)cc1 (stereo unspecified),-1,0,5,0.4,-3,0,2,-3,2,0
COC(=O)CC(=O)CSc1nc(C)cc(C)c1C#N,-2,5,-6,0.5,1,0,2,3,1,1
COC(=O)c1ccsc1NC(=O)CN1CCN(c2ccc(F)cc2)CC1,-2,0,3,-1.3,0,5,0,-9,-8,0
O=C(C[n+]1ccn(CCCNP2(=O)C=C(c3ccccc3)OC(c3ccccc3)=C2)c1)c1cccs1,6,-5,3,0.0,-4,0,0,4,3,0
COc1ccc(C(C[N+](=O)[O-])c2c(C)[nH]n(-c3ccccc3)c2=O)cc1 (stereo unspecified),-6,2,-5,-3.7,25*,16,13,10,13,15
Cc1ccc(C(=O)Nc2cccc(S(=O)(=O)N3CCCCC3)c2)cc1[N+](=O)[O-],0,7,5,-2.0,0,1,-2,-10,4,-1
C[C@]12CC[C@H](O)C[C@@H]1CC[C@@H]1[C@@H]2CC[C@@]2(C)[C@H]1CCC(=O)[C@]21CCCO1,-5,3,11,-1.1,1,0,-6,-7,2,1
Cc1ccccc1-n1c(SCC(=O)NC2CC2)nc2ccccc2c1=O,-9,5,-4,-0.7,7,3,-4,1,4,-3
CCn1c(=O)c(C(=O)Nc2ccc(C)cc2)c(O)c2ccccc21,4,6,2,-1.6,4,4,-3,4,-1,-4
COCC(=O)Nc1ccc(S(=O)(=O)NCC2CCCO2)cc1 (stereo unspecified),1,1,8,0.4,1,-1,-4,11,-1,-2
COc1ccc(NC(=O)CN(C)C(C)C(=O)NC(=O)NC2CCCCC2)cc1 (stereo unspecified),4,0,-5,-1.9,-5,2,-2,-4,-7,0
COCc1cc(N2CCN(C(=O)OC(C)(C)C)C[C@@H]2C)ccc1Br,6,-6,10,-2.2,-3,-1,-3,·,-1,-1
COc1ccc(NC(=O)c2cc(-c3sc(NC(=O)c4ccccc4)nc3C)n(CCO)n2)cc1,1,-4,-1,-2.7,-3,2,2,·,6,5
CCOc1ccc(NC(=O)CN(C)C(=O)c2cc(C)nc3ccccc23)cc1OCC,-2,-1,5,-2.1,1,-2,2,-3,-1,-2
CCCN1CCC(=NNc2ccc(C(=O)O)cc2)CC1,8,2,1,-1.5,3,2,-6,4,-2,4
NC(=O)c1cccc(-c2ccnc3c2CC(C(=O)NCCC(F)(F)F)O3)c1 (stereo unspecified),0,1,3,-1.5,3,1,2,·,2,-2
CCOc1ccccc1NC(=S)/C(=C(\[O-])c1ccc2c(c1)OCCO2)[n+]1ccc(CC)cc1,10,-5,-3,-1.5,1,-4,-1,3,6,7
CCCCNCCCCOc1ccccc1,5,-1,-7,0.9,1,3,-2,5,-1,0
COc1ccc2c(c1)CCCN2C(=O)C1CCCN(S(=O)(=O)c2ccc(C(C)(C)C)cc2)C1 (stereo unspecified),-5,0,·,·,-2,0,2,·,8,5
CCOC(=O)c1sc(NC(=O)c2cccs2)cc1C,-6,5,3,0.0,-2,-2,-3,-17,6,0
COc1ccc(C2NC(C(=O)O)Cc3c2[nH]c2ccccc32)cc1OC (stereo unspecified),8,·,7,-1.1,-1,1,5,-2,0,0
COc1cccc(Cn2cnc3c(N)c(C)c(C)cc32)c1,1,3,-7,-2.2,-8,1,3,2,-5,3
CC(/C=C/c1ccc2c(c1)OCO2)=N/NC(=O)COc1ccc(C)cc1,-6,-3,2,-3.1,-2,-3,2,2,0,2
CN1C[C@@H]2C(c3ccccc3)C3(c4ccccc4)CC2(C3)[C@H]1c1ccccc1 (stereo partly specified),-7,4,-2,-2.2,-1,0,0,-17,-5,1
COc1ccccc1OCC(=O)Nc1sc2c(c1C(=O)NCC1CCCO1)CCC2 (stereo unspecified),-1,3,-4,0.8,-3,4,6,-19,-3,6
COc1ccc(-c2noc(N3CCCC(C(=O)Nc4ccccc4F)C3)n2)cc1 (stereo unspecified),6,4,0,-0.3,1,-2,4,5,2,-2
COc1ccccc1CC(=O)Nc1ccccc1C(=O)O,0,2,0,2.1,-1,4,1,-2,1,1
CCc1cc2c(=O)n(-c3ccc(C)cc3)cnc2s1,5,-2,-1,1.5,1,0,-3,-9,2,-4
COC(=O)c1cnc(N2CCCN(S(=O)(=O)c3ccc(C(F)(F)F)cc3)CC2)nc1C(F)(F)F,0,12,1,-1.0,6,2,0,2,-1,-1
Cc1cc(O)c(/C=N/Nc2ccccc2)c(=O)o1,6,0,-3,-5.9,-1,0,-5,9,4,4
CCOc1cc(S(=O)(=O)NCc2ccccc2)c(OCC)cc1-n1cnnn1,-1,-4,1,-1.2,0,0,5,-3,-7,0
CCN(Cc1ccccc1)C(=O)Cn1c(=O)n(CC(=O)N2CCCCC2)c(=O)c2sccc21,5,-8,3,-0.3,-3,-1,3,7,-4,1
N#CC1=C2SCN(c3ccc(F)cc3)CN2C(=O)CC1c1cccc(F)c1 (stereo unspecified),12,4,0,1.5,0,-4,-3,-1,21,27*
CC(C)C(C(=O)C=[N+]=[N-])N1C(=O)c2ccccc2C1=O (stereo unspecified),-4,-2,6,0.6,3,-5,1,2,1,-1
Cc1ccc(S(=O)(=O)NC2CC2)s1,8,-6,-2,-1.4,-5,2,6,-1,-4,0
CCn1c(SCC(=O)Nc2ccc(C)cc2)nnc1-c1cnccn1,-2,-4,1,0.4,0,0,2,2,-2,2
O=C(Nc1nc2ccc(F)cc2s1)c1ccccn1,-8,2,2,-2.6,9,-2,-1,·,0,0
Cc1ccccc1NC(=O)c1cc(S(=O)(=O)N2CCCCC2)cs1,1,-1,1,1.4,-3,3,0,-12,-3,0
Cc1ccc(C)c(S(=O)(=O)N2CCN(C(=O)CCC(=O)NCc3ccc(Cl)cc3Cl)CC2)c1,-1,-1,2,-1.6,-3,-1,-1,-14,-2,0
O=c1ccnc(SCCc2ccccc2)[nH]1,3,-6,-6,-0.5,4,3,0,7,0,-3
CCSc1nnc(NC(=O)CN(C)S(=O)(=O)c2ccc(F)cc2)s1,2,0,3,-0.4,-1,3,-1,-2,1,2

Next part.
SMILES,mABHD4 FP,NR1D1 modulator,TCR-CD3 inh,PG9 binder,LEDGF integ inh,UHRF1 MBD2 ctr,MBD2 DNA inh,HTRA1 inhibitor,rCAG binder,PRMT1 FP inh
O=C(CCc1nc2ccccc2c(=O)[nH]1)NCCN1C(=O)S/C(=C\c2ccc(OC(F)F)cc2)C1=O,0,1,-4,-0.1,3,1,-1,3,5,4
Cc1ccc(CNC(=O)COc2ccc(S(=O)(=O)N3CCOCC3)cc2)cc1,-3,-1,-9,-1.5,1,1,-5,-4,-1,-1
O=S(=O)(CS(=O)(=O)c1ccccc1Br)c1ccccc1Br,1,1,0,0.1,-3,4,4,·,14,7
O=C(NNC(=O)c1ccccc1O)c1cc2ccccc2o1,16,1,33*,-0.1,-4,-1,1,6,8,0
CCc1nn(C(C)C(=O)Nc2cccc(C)c2C)c(=O)c2cc3occc3n12 (stereo unspecified),-2,5,2,0.6,1,0,-5,-6,4,2
CC(=O)Nc1ccc(OCCC[n+]2cccc(C(=O)[O-])c2)cc1,-5,-2,3,0.1,5,-2,2,-3,-1,-4
O=C(O)Cc1sc(-c2ccc(Cl)cc2)nc1-c1ccccc1,9,-8,-4,5.2,2,0,8,-6,24,7
O=C(CN1CCN(C(=O)N2CCOCC2)CC1)Nc1cc(Cl)ccc1Cl,-3,-1,2,-0.8,-4,0,-1,-2,-5,-1
N#CCCN(Cc1ccccc1)C(=S)Nc1ccccc1,0,5,-10,0.7,1,-3,1,2,-2,-4
CC(=O)N1CCN(c2cccc(C)c2C)CC1,5,-4,-8,3.1,1,1,-6,-3,-3,1
CCCn1c(C)cc(/C=C(\C#N)C(=O)OCC(=O)N(CC)c2c(N)n(Cc3ccccc3)c(=O)[nH]c2=O)c1C,-2,-4,-1,-0.2,3,-3,-5,-16,4,-3
O=C(O)C12CC3CC(C1)CC(n1ncc(N4CCN(c5ccccc5)CC4)c(Cl)c1=O)(C3)C2,4,-5,-6,-0.4,1,0,4,2,10,3
CCOC(=O)c1ccc(NC(=O)CSC2=NC(=O)C(CC)C(=O)N2)cc1 (stereo unspecified),-4,-3,11,-2.7,-1,-1,-6,-3,1,15
CC1CC(C)(C)NC(=S)N1CCC(=O)N1c2ccccc2CC1C (stereo unspecified),1,-3,-1,-1.0,-7,4,-3,-3,-3,1
CC1(C)CC(=O)C=C(C(=O)N2CCCC(CCC(=O)NCc3ccccc3F)C2)O1 (stereo unspecified),4,-10,8,-0.8,-1,0,-1,3,-3,-4

Full records, quoted from the list. Order of screens: mABHD4 FP	NR1D1 modulator	TCR-CD3 inh	PG9 binder	LEDGF integ inh	UHRF1 MBD2 ctr	MBD2 DNA inh	HTRA1 inhibitor	rCAG binder	PRMT1 FP inh
Profile of CC1(C)CC(=O)C=C(C(=O)N2CCCC(CCC(=O)NCc3ccccc3F)C2)O1 (stereo unspecified) → 4	-10	8	-0.8	-1	0	-1	3	-3	-4
Profile of CCCn1c(C)cc(/C=C(\C#N)C(=O)OCC(=O)N(CC)c2c(N)n(Cc3ccccc3)c(=O)[nH]c2=O)c1C → -2	-4	-1	-0.2	3	-3	-5	-16	4	-3
